# SUMO1-SIM PPI = modulators of SUMO1 protein-protein interactions, primary screen, biochemical, uHTS; Small ubiquitin-related modifier 1 (Homo sapiens), P63165; SUMO1 binding to a labelled peptide, TR-FRET, 1 h; inhibition, % at 20 µM; hit rate 0.33% among 360,000; AID 602429, 2012; in the data active means inhibition above about 37%
# Target sequence (P63165 whole entry, looked up): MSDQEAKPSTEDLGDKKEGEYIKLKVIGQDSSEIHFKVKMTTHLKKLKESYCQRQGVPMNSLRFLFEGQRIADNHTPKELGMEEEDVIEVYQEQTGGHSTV
# bovine MsrA act = bovine MsrA enzyme activators, primary screen, biochemical, absorbance, HTS. Methionine sulfoxide reductase A (Bos taurus). purified bovine MsrA, absorbance read-out. activation, % at 10.6 µM. hit rate 0.3% among 360,000. AID 602163, 2012; in the data active means activation above about 7.5%;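 further: 0% = vehicle and 100% = reference activator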
# STEP inh = STEP phosphatase inhibitors, primary screen, biochemical, fluorescence intensity, uHTS. hit rate 0.25% among 360,000. Tyrosine-protein phosphatase non-receptor type 5 (Homo sapiens), P54829. inhibition, % at 20 µM. AID 588621, 2011. recombinant STEP, OMFP fluorogenic substrate;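 active means inhibition at 20 µM, scaled per plate between control wells, above about 37%, limit read from the data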;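 further: 0% = DMSO with enzyme and substrate and 100% = substrate only without enzyme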
#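 Material: STEP (striatal-enriched tyrosine phosphatase) enzyme, cell-free; Compound dosing: 20 µM single dose in 1% DMSO; Technique: fluorescence read at 480 nm ex / 540 nm em; Times: reaction 20 min, ambient temperature; Medium: 50 mM Bis-Tris pH 6.0 with 2.5 mM DTT and 0.005% Tween 20; Also added: OMFP at 25 µM.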
# DNMT1 block = human DNMT1 methyltransferase inhibitors, primary screen, biochemical, molecular beacon, fluorescence, HinP1I cleavage, uHTS; inhibition (reported as % activation of signal), % at 10 µM; hit rate 0.83% among 360,000; AID 588458, 2011; in the data active means inhibition above about 50%
# E coli Lon inh = inhibitors of E. coli Lon protease, primary screen, biochemical, fluorescence polarization; P0A9M0; inhibition, % at 7.94 µM; hit rate 0.42% among 360,000; purified E. coli Lon protease; in the data active means inhibition above about 13%, passing the limit was not always enough;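 further: 0% = enzyme with probe and DMSO and 100% = no enzyme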
# Target sequence (P0A9M0 whole entry, looked up): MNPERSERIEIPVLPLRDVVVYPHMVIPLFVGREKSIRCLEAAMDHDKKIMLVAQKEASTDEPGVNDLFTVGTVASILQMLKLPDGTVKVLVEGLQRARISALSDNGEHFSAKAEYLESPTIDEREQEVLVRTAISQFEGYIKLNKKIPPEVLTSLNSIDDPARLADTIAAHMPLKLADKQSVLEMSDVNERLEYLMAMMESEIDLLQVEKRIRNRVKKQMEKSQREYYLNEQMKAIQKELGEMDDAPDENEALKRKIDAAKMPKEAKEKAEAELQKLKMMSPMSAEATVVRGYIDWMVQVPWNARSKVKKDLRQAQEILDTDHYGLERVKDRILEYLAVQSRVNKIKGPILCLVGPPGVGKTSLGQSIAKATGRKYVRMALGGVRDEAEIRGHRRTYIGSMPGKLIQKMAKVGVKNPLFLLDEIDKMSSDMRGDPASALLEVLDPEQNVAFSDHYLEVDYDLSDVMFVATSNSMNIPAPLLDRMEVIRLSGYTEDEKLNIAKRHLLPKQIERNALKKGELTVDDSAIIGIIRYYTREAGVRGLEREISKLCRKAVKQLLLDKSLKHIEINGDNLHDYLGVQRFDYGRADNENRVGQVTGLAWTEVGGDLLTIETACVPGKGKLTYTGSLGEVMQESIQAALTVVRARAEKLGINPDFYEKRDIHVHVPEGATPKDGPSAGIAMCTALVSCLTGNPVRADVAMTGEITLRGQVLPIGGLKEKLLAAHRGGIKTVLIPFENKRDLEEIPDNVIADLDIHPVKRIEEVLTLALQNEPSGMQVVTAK
# MsrA inhibitor = bovine MsrA enzyme inhibitors, primary screen, biochemical, absorbance, HTS. purified bovine MsrA, absorbance read-out. inhibition, % at 15.5 µM. hit rate 0.75% among 360,000; in the data active means inhibition above about 4.5%;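 further: 0% = vehicle wells with enzyme and 100% = reference inhibitor wells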
# LMPTP inh = LMPTP phosphatase inhibitors, primary screen, biochemical, fluorescence intensity, uHTS | Low molecular weight phosphotyrosine protein phosphatase (Homo sapiens), P24666 | recombinant LMPTP-A, OMFP fluorogenic substrate | inhibition, % at 20 µM | hit rate 0.22% among 360,000;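 active means compounds that cut the enzyme signal by at least half of the control window in the single-dose screen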;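 further: plate controls were DMSO wells with enzyme plus substrate for no effect and substrate without enzyme for full effect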
# Target sequence (P24666 whole entry, looked up): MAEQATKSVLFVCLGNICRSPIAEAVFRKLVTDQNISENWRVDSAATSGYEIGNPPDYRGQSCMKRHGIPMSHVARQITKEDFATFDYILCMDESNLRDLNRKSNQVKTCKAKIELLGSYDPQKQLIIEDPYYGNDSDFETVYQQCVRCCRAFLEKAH
#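 Test system: LMPTP-A phosphatase enzyme; input: 0.625 nM LMPTP-A final; reagent: OMFP substrate, 400 µM final; compound dosing: 20 µM single dose, 3% DMSO; incubation: 50 min dark incubation at room temperature; measured by: endpoint fluorescence intensity from OMFP dephosphorylation; measure: % inhibition relative to no-enzyme and uninhibited control wells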
# TbMetRS inhib = T. brucei MetRS inhibitors, primary screen, biochemical, luminescence; methionyl-tRNA synthetase (Trypanosoma brucei brucei); purified T. brucei MetRS, ATP depletion, Kinase-Glo luminescence; inhibition, % at 11.9 µM; hit rate 0.4% among 360,000; AID 624268, 2012;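 active means inhibition above a per-plate cutoff of the control wells' mean inhibition plus 3 SD, cut at about 5.5% in these data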;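 further: 0% = DMSO wells median and 100% = median of wells with control inhibitor compound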
#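 Dosing: 11.9 µM compound single dose, 0.9% DMSO; Assay system: purified T. brucei MetRS enzyme; Measured by: Kinase-Glo luciferase luminescence reporting remaining unconsumed ATP; Schedule: 15 min plus 2 h at 25 °C.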
# NRP1-CendR mod = modulators of CendR peptide binding to NRP-1, primary screen, biochemical, fluorescence polarization, uHTS; Neuropilin-1 (Homo sapiens), O14786; inhibition, % at 25 µM; FAM-RPARPAR peptide binding to NRP-1; hit rate 0.85% among 360,000;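 active means inhibition or corrected inhibition above about 18%, plus a signal ratio from 0.5 to 1.5, limit read from the data, passing the limit was not always enough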; further: strong numbers were not always called active
# Scp1 inh = Scp-1 phosphatase inhibitors, primary screen, biochemical, colorimetric, uHTS; Carboxy-terminal domain RNA polymerase II polypeptide A small phosphatase 1 (Homo …; Recombinant Scp1, phosphopeptide, malachite green phosphate absorbance; inhibition, % at 20 µM; hit rate 0.88% among 340,000;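 active means inhibition above about 50% at 20 µM, limit read from the data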;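 further: plate controls were DMSO wells with enzyme for no effect and wells lacking enzyme for full effect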
#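 Incubation: 45 min enzyme reaction at room temperature / System: truncated SCP-1 phosphatase (76-261aa) / Reagent: Phospho 17-mer peptide substrate / Buffer or medium: Acidic Tris acetate buffer with magnesium and detergent / Signal: absorbance at 630 nm / Doses: one concentration, 20 µM, with 1.0% DMSO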
# An asterisk follows results filed as active; nt = no result given.
no.	Structure	SUMO1-SIM PPI	TbMetRS inhib	bovine MsrA act	DNMT1 block	LMPTP inh	E coli Lon inh	NRP1-CendR mod	STEP inh	Scp1 inh	MsrA inhibitor
1	CC(=O)Nc1cc(-c2cccc(C(=O)NCCO)c2)cn2c(-c3ccc(F)c(Cl)c3)cnc12	-4	0.0	-12	-4	-0.8	4	-21	0	nt	0.8
2	Cc1cc(-c2cccc([N+](=O)[O-])c2)nc2ccc3ccccc3c12	-1	-1.3	-12	3	-1.0	-2	-8	-1	9	-0.3
3	CC(=O)c1cc(CC=C(C)C)c(O)cc1O	-4	-1.1	-1	3	1.6	2	-3	0	-12	4.3
4	C/C(=N\Nc1ccc(S(=O)(=O)N2CCCCC2)cn1)c1ccc(O)cc1	4	-0.5	-6	-2	0.3	4	2	-1	-2	2.3
5	CC(=O)COc1ccc2c(-c3ccccc3)cc(=O)oc2c1	4	-0.9	-11	0	-1.5	-5	-14	-1	9	0.9
6	COc1ccccc1N1CCN(S(=O)(=O)c2cc3[nH]c(=O)c(=O)[nH]c3cc2C)CC1	8	-0.4	-3	1	-0.7	12	-5	1	3	1.1
7	CC(C)C[C@H]1CNC(=S)N1C[C@H]1CCCN1C[C@H](Cc1ccc(O)cc1)N1C[C@H](Cc2ccc(O)cc2)N(CCc2ccccc2)C1=S	4	-0.9	3	-45	3.1	-1	10	6	nt	-0.8
8	CCN(CC)CCn1c(=N)n(CC(O)c2ccco2)c2ccccc21 (stereo unspecified)	-5	-1.0	-10	0	-1.7	5	-10	1	-4	-0.5
9	Cc1ccc(CN(c2ccc(C(=O)NCc3ccccn3)cc2)S(C)(=O)=O)cc1	-4	-1.2	-10	0	-0.4	-4	2	-2	-4	-0.5
10	Cc1ccc(S(=O)(=O)N[C@@H](Cc2ccccc2)C(=O)N2CCC[C@@H]2C(=O)O)cc1	-4	-0.4	-2	1	-0.2	17*	2	0	-3	-0.8
11	CCOc1ccccc1C1C(C(=O)OC)=C(N)OC2=C1C(=O)CCC2 (stereo unspecified)	4	0.6	-1	1	-1.5	2	1	2	-3	0.7
12	O=C(CCn1c(=S)[nH]c2cc3c(cc2c1=O)OCO3)NCc1cccc(Cl)c1	-5	-0.2	-2	13	2.0	9	2	7	-6	1.1
13	CC(C)(C)S(=O)N1Cc2cc(C(=O)N[C@@H]3CCN(Cc4ccccc4)C3)nc(-c3cccc(-c4cc5ccccc5o4)c3)c2[C@@H]1CCO (stereo partly specified)	11	-0.3	-1	-40	7.9	-23	-16	2	nt	1.1
14	Cc1cccc(C)c1NC(=O)NC1CC2CCC(C1)N2Cc1cccs1 (stereo unspecified)	-3	0.5	0	1	-2.1	-6	-19	1	-5	-0.3
15	O=C(C[n+]1cccc(CNC(=O)c2ccc(OC(F)F)cc2)c1)Nc1ccccc1Cl	-1	0.0	-1	0	-0.2	-10	-3	0	-5	-0.8
16	CCC(CC)NC(=O)COC(=O)c1ccc(OCc2ccc(C(C)=O)cc2OC)c(OC)c1	-2	-0.2	1	-8	-0.3	7	-4	-1	-5	-1.2
17	Cc1ccc(NC(=O)C(C)N2C(=O)c3ccccc3C2=O)cc1C (stereo unspecified)	-5	-0.6	-2	-1	-0.1	5	8	0	1	1.4
18	CC(C)C12CN3CC(C(C)C)(CN(C1)C3(C)C)C2=O	3	-0.7	-4	2	-1.9	-6	17	-2	-4	1.1
19	O=C(CP(=O)(c1ccccc1)c1ccccc1)N/N=C/c1cc(Br)cc(Br)c1O	14	-0.2	-1	-6	1.9	10	-3	-6	-7	-0.6
20	COc1cccc(NC(=O)CN(C)C(=O)CCSc2ccc(C)cc2)c1	-9	0.1	2	-4	-8.3	-7	11	3	-13	0.6
21	COc1ccc(C2CC(c3ccc(F)cc3)=NN2c2ccccc2)cc1OC (stereo unspecified)	2	-0.5	-4	-11	5.2	-16	-24	0	-12	2.8
22	Cc1ccc(C(=O)Nc2nc(C)c(C(=O)Nc3ccc4c(c3)CCC4)s2)cc1	-1	0.0	1	-11	1.7	-5	4	-4	2	2.4
23	Cc1nnc(SCC(=O)c2ccc(S(=O)(=O)N3CCOCC3)cc2)n1-c1ccccc1	0	-0.4	-3	4	-1.1	-8	-10	4	-7	0.8
24	COc1ccc(-c2nnn(CC(=O)N(CC(=O)NCCC(C)C)c3ccccc3)n2)cc1OC	1	-0.4	-2	9	-0.3	-14	13	1	-11	-0.5
25	COc1ccc(/C=C/CN2CCC(n3nccc3NC(=O)C3CCCC3)CC2)cc1	-8	0.3	-1	0	4.1	-9	5	1	-5	1.0
26	O=C(O)C1CC(=O)N(C2CCCCCC2)C1 (stereo unspecified)	1	-0.1	-2	6	-0.2	-2	15	-1	5	0.7
27	COc1cc(C(C)=O)ccc1OCC(=O)NCCCn1nc(C)cc1C	1	-0.5	-8	3	0.3	-9	0	-2	0	-1.0
28	COC(=O)C1C(c2ccccc2)C=CC(c2ccccc2)C1C(=O)O (stereo unspecified)	-2	-0.4	-3	0	-0.2	-2	0	0	-12	-0.6
29	COc1cc(/C=N/N2CCN(C3c4ccccc4-c4ccccc43)CC2)cc(OC)c1O	3	-0.2	-3	-5	0.6	-5	2	-1	-2	-1.4
30	Cc1ccccc1NC(=O)CCC(=O)N/N=C/c1cc([N+](=O)[O-])ccc1O	-16	0.0	-6	2	-0.2	6	-13	2	-2	2.7

# An excerpt of these results, with the structure last:
no. | SUMO1-SIM PPI | TbMetRS inhib | bovine MsrA act | DNMT1 block | LMPTP inh | E coli Lon inh | NRP1-CendR mod | STEP inh | Scp1 inh | MsrA inhibitor | structure
22 | -1 | 0.0 | 1 | -11 | 1.7 | -5 | 4 | -4 | 2 | 2.4 | Cc1ccc(C(=O)Nc2nc(C)c(C(=O)Nc3ccc4c(c3)CCC4)s2)cc1
23 | 0 | -0.4 | -3 | 4 | -1.1 | -8 | -10 | 4 | -7 | 0.8 | Cc1nnc(SCC(=O)c2ccc(S(=O)(=O)N3CCOCC3)cc2)n1-c1ccccc1
24 | 1 | -0.4 | -2 | 9 | -0.3 | -14 | 13 | 1 | -11 | -0.5 | COc1ccc(-c2nnn(CC(=O)N(CC(=O)NCCC(C)C)c3ccccc3)n2)cc1OC
25 | -8 | 0.3 | -1 | 0 | 4.1 | -9 | 5 | 1 | -5 | 1.0 | COc1ccc(/C=C/CN2CCC(n3nccc3NC(=O)C3CCCC3)CC2)cc1

# Further entries.
no.	Structure	SUMO1-SIM PPI	TbMetRS inhib	bovine MsrA act	DNMT1 block	LMPTP inh	E coli Lon inh	NRP1-CendR mod	STEP inh	Scp1 inh	MsrA inhibitor
31	Cc1nnc(C)c2c(C)n(C(c3ccccc3)c3ccccc3)c(C)c12	-2	-0.5	-3	-9	2.0	-10	6	-2	2	1.1
32	O=C1OC[C@@H]2CCCN2C(=O)[C@H](CC(=O)N(CCO)Cc2ccccc2)C/C=C\CC[C@@H]1Cc1ccc(F)cc1	3	-0.1	0	-1	-0.9	1	4	3	-8	-0.2
33	COc1cccc(NC(=O)COc2ccc(S(=O)(=O)NC(C)C)cc2)c1	4	-0.5	-6	-2	-2.2	-9	13	-8	-12	0.4
34	CCOc1ccc(N2CC(C(=O)Nc3ccccc3N3CCCC3)CC2=O)cc1 (stereo unspecified)	3	-0.5	-5	-3	1.0	6	3	-1	3	-1.1
35	O=S(=O)(/N=C(/Nc1nccs1)c1ccc(F)cc1)c1ccccc1	0	-0.5	-4	0	-2.3	7	10	2	3	1.8
36	Cc1ccc(C(=O)N2CCCC2)cc1S(=O)(=O)N1CCOCC1	-5	0.1	-2	2	-0.6	-4	1	0	-7	0.9
37	Cc1ccc2oc(C(=O)N(C)CCC(O)c3ccccc3)c(C)c2c1 (stereo unspecified)	-2	-1.6	-3	0	0.3	6	8	1	-7	-1.3
38	COc1ccc(C)cc1Nc1n[n+](C)c(-c2c3ccccc3cc3ccccc23)s1	-2	nt	nt	5	0.4	nt	-1	-1	-8	0.2
39	Cc1ccc(NC(=O)C2CCCO2)cc1[N+](=O)[O-] (stereo unspecified)	-20	-0.9	-4	5	-1.8	-8	-11	-6	-7	39*
40	COc1cccc2cc(C(=O)Nc3cccnc3N3CCOCC3)c(=O)oc12	-27	-2.8	-10	2	1.7	-4	4	0	3	-1.2
41	COc1ccc(C(=O)N2CC3(CC(c4cccc(NC(=O)COc5ccc(Cl)cc5)c4)=NO3)C[C@@H]2C(N)=O)cc1 (stereo partly specified)	-9	-0.4	-1	-6	0.4	3	-8	-1	-14	-0.1
42	CC(=O)Nc1ccc(NC(=O)CSc2ccc(-c3sc(C)nc3C)nn2)cc1	-10	-0.3	0	-2	0.1	0	-3	5	-2	0.1
43	O=C(CSc1n[nH]c(-c2cccs2)n1)N1CCOCC1	-2	-0.4	-2	-8	-0.7	-5	7	0	-4	0.6
44	CCc1ccc(/C=C2\SC(=S)N(CCCC(=O)NCCCN3CCOCC3)C2=O)cc1	-30	-0.3	-2	-5	-4.1	1	-3	5	nt	1.1
45	COc1ccc(NC(=O)CSc2ccc(-c3sc(C)nc3C)nn2)cc1OC	-14	0.0	-3	-1	0.3	-1	9	1	-5	-0.5
46	Cc1sc(NC(=O)/C=C/c2ccco2)c(C(=O)OC(C)C)c1C	-5	-0.5	3	3	1.8	-8	-1	4	-10	-0.6
47	CC(C)[C@H](NC(=O)N1CC(=O)Nc2ccccc21)C(=O)N1CCC[C@H]1C(=O)O	2	1.0	-1	-4	-0.4	-4	1	0	15	0.8
48	O=C(c1ccc2ccccc2c1)N1CCN(c2ccc(C(F)(F)F)cn2)CC1	-6	-0.8	0	-1	2.1	2	9	2	-7	0.1
49	COc1ccc(OCC(=O)Nc2ccc(N3CCCCC3)cc2)cc1	2	-0.2	-4	-7	1.2	2	4	-2	-7	-0.9
50	CCOc1cc(N2CCOCC2)c(OCC)cc1NC(=O)COC(=O)CCOc1ccc(C(C)(C)C)cc1	7	-0.3	2	-5	5.6	-9	5	6	1	0.3
51	COc1ccc(NC(=O)CN(C)CC(=O)Nc2ccccc2SC)cc1	1	0.0	-3	4	-1.7	1	-3	-4	-7	-0.1
52	NC(=O)CNC(=O)c1ccc(Cl)cc1	0	0.0	-3	2	-2.2	9	3	5	7	-0.4
53	O=C(O)c1cc2cc(Cl)cc(Cl)c2oc1=O	32	-1.3	-13	1	2.3	-8	3	0	1	0.5
54	CCc1cc(C(=O)N2CCOCC2)c(NC2=NS(=O)(=O)c3ccccc32)s1	-2	-0.3	0	2	-3.1	-9	10	-5	-2	1.6

# Source: PubChem BioAssay (several laboratories)
